TCR activator: Activators of T cell receptors: qHTS campaign. Potency, µM (highest dose often 9.22 µM), without a hit: at the top dose activation of IL-2 secretion, most hits filed as activators. 330,000 tested, under 10 active. primary human leukocytes, anti-CD3, IL-2 HTRF, 48 h; also: % of control where 0% means no effect
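Primary human leukocytes receive a-CD3 beads and test compound and are incubated 48 hr. Secreted IL-2 is then assayed by HTRF, measuring 665nm acceptor emission after 320nm excitation of the europium donor.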
AT treatment: qHTS Assay for Identifying a Potential Treatment of Ataxia-Telangiectasia; actives 0.19% (n = 320,000); Potency, µM (titrated, usually from 57.5 µM), for inactives: top-dose activation, hits mostly activators; AID 485349, 2010; […] A-T fibroblasts, KAP-1 phosphorylation AlphaLISA; neocarzinostatin DNA damage 30 min before lysis; also: potency is read from the fitted curve at half-maximal effect; % of control where 0% means no effect; nearly all actives have a fitted effect of over 45% in size
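hTERT-immortalized A-T patient fibroblasts ([…]), 500 cells/well in OPTI-MEM, 1% FBS, got compounds for 60 min, then NCS for 30 min at 37C. Lysates were then assayed for phospho-KAP-1 by AlphaLISA (anti-pKAP1 donor, anti-KAP1 acceptor beads), 6 hr at 25C.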
MBNL1 CUG block: qHTS Assay for Inhibitors of MBNL1-poly(CUG) RNA binding; Potency, µM (highest dose often 57.5 µM), for the others: top-dose activity change, negative = inhibition, hits mostly inhibitors; actives 0.036% (n = 280,000); TR-FRET MBNL1-His/biotin-(CUG)12 binding, 665/545 ratio; active = well fitted inhibition curve with a large enough effect in the signal ratio, with a control signal flat, not every such curve was filed as active; inconclusive = small, poorly fitted or top-dose-only effect, or effect the other way, or a change in a side signal; inactive = no such curve, though single readings can be large or run the other way; the % refers to the signal ratio; also: potency is read from the fitted curve at half-maximal effect; % is scaled to controls: 0 for no effect and ±100 for the full control effect
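Compounds (final 92 nM to 58 uM) are added to His-tagged MBNL1 and biotin-(CUG)12, then terbium anti-His antibody and streptavidin-XL665 (5 nM final). After 60 min at room temperature, the 665/545 nm ratio is read.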
Mito fusion yeast: qHTS Assay for Small Molecule Inhibitors of Mitochondrial Division or Activators of Mitochondrial Fusion | AID 485298, 2010 | S. cerevisiae fusion-defective mutant growth rescue, CellTiterGlo 48 h | Potency, µM (doses to about 46.1 µM), for the others: at the highest dose growth rescue (activation), usual class: activators | actives 0.23% (n = 320,000);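 also: potency is read from the fitted curve at half-maximal effect; % of control where 0% means no effect; nearly all actives have a fitted effect of over 45% in size; temperature-sensitive fusion mutants such as fzo1-1 at 37 °C on non-fermentable ethanol glycerol medium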
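Read-out: ATP-based luminescence (CellTiterGlo, 10 min ambient) reporting growth of fusion-defective ts yeast after 48 hours at 37C on glycerol/ethanol YPEG medium in the presence of compound.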
a7 integrin act: qHTS for Activators of Integrin-Mediated Alleviation for Muscular Dystrophy; actives 0.064% (n = 350,000); Potency, µM (top dose mostly 38.3 µM), for inactives: top-dose activation, hits mostly activators; AID 624291, 2012; alpha7betagal myoblasts, beta-gal FDG fluorescence, 48 h;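 also: potency is read from the fitted curve at half-maximal effect; 100% = response of the positive control SU9516; nearly all actives have a fitted effect of over 60% in size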
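alpha7betagal+/- myoblasts (passage 13, 250/well) treated 48 h at 37C with compounds at 1:260 dilution of DMSO stock. Lysed, then beta-galactosidase activity read as FDG fluorescence (ex 480/em 540) after 30 min, with pre-read for autofluorescence.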
MLL CXXC-DNA inh: qHTS Fluorescence Polarization Assay for Inhibitors of MLL CXXC domain - DNA interaction. Histone-lysine N-methyltransferase 2A (Homo sapiens), Q03164. MLL-CXXC / FITC-HOXA9 DNA fluorescence polarization. Potency, µM (highest dose often 115 µM), for inactives: at the top dose activity change, negative = inhibition, hits mostly inhibitors. actives 0.037% (n = 290,000). AID 2662, 2010; active = well fitted inhibition curve with a large enough effect in the polarisation, with a control signal flat, not every such curve was filed as active; inconclusive = small, poorly fitted or top-dose-only effect, or effect the other way, or a change in a side signal; inactive = no such curve, though single readings can be large or run the other way; the % refers to the polarisation; also: potency is read from the fitted curve at half-maximal effect
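Steps: dispense CXXC domain solution (7 uM) → pin compounds or unlabeled HOX-A9 DNA control → 5 min ambient → add FLSN-HOX-A9 solution (50 nM) → spin → 30 min ambient → fluorescence polarization. Tris pH 7.5/NaCl/DTT/BSA buffer.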
PTAP TSG101 blk: qHTS Assay for Iinhibitors of HIV-1 Budding by Blocking the Interaction of PTAP/TSG101; Tumor susceptibility gene 101 protein (Homo sapiens), Q99816; Fluorescence polarization, FITC-PTAP peptide / Tsg101 binding; Potency, µM (top dose mostly 115 µM), for inactives: top-dose activity change, negative = inhibition, actives largely listed as inhibitors; 340,000 tested, under 10 active; active = well fitted inhibition curve with a large enough effect in the main read-out, with a control signal flat, not every such curve was filed as active; inconclusive = small, poorly fitted or top-dose-only effect, or effect the other way, or a change in a side signal; inactive = no such curve, though single readings can be large or run the other way; also: potency is read from the fitted curve at half-maximal effect; % of control where 0% means no effect
Target sequence (Q99816 whole entry, looked up): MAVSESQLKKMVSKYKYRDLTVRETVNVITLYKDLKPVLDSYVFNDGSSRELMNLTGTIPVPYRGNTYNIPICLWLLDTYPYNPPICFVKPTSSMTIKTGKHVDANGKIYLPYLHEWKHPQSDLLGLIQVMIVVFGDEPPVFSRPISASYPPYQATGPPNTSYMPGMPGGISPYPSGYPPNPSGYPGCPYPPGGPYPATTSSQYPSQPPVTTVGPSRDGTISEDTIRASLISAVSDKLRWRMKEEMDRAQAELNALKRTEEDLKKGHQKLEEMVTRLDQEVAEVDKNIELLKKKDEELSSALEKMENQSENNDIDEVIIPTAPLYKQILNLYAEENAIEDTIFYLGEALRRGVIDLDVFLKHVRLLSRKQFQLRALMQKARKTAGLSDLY
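FP read-out: FITC-PTAP peptide, 50 nM final, binding Tsg101 binding domain, 10 uM final; 20 min, r.t.; 10 mM HEPES pH 7.5, 0.15 M NaCl, 0.01% Tween 20, 3 mM EDTA, 0.1 mM TCEP.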
Menin-MLL TR inh: qHTS Assay for Inhibitors Targeting the Menin-MLL Interaction in MLL Related Leukemias: Competition With Texas Red Labeled MLL-derived Mutant Peptide. O00255. Menin + Texas Red MLL mutant peptide, fluorescence polarization. Potency, µM (doses to about 61.6 µM), for inactives: at the top dose FP activity change, negative = inhibition, hits mostly inhibitors. actives 0.23% (n = 270,000). AID 1768, 2009; active = well fitted inhibition curve with a large enough effect in the polarisation, with a control signal flat, not every such curve was filed as active; inconclusive = small, poorly fitted or top-dose-only effect, or effect the other way, or a change in a side signal; inactive = no such curve, though single readings can be large or run the other way; the % refers to the polarisation; also: potency is read from the fitted curve at half-maximal effect; % of control where 0% means no effect; many of its hits are not listed in these tables
S-ASM inh: Inhibitors of Secretory Acid Sphingomyelinase (S-ASM): qHTS; Sphingomyelin phosphodiesterase (Homo sapiens), P17405; placental ASM, HMU-PC fluorogenic substrate, 60 min; Potency, µM (highest dose often 57.5 µM), inactives show top-dose activity change, negative = inhibition, actives largely listed as inhibitors; actives 0.006% (n = 340,000); AID 504937, 2011; also: potency is read from the fitted curve at half-maximal effect
Target sequence (P17405 47-631 limits assumed): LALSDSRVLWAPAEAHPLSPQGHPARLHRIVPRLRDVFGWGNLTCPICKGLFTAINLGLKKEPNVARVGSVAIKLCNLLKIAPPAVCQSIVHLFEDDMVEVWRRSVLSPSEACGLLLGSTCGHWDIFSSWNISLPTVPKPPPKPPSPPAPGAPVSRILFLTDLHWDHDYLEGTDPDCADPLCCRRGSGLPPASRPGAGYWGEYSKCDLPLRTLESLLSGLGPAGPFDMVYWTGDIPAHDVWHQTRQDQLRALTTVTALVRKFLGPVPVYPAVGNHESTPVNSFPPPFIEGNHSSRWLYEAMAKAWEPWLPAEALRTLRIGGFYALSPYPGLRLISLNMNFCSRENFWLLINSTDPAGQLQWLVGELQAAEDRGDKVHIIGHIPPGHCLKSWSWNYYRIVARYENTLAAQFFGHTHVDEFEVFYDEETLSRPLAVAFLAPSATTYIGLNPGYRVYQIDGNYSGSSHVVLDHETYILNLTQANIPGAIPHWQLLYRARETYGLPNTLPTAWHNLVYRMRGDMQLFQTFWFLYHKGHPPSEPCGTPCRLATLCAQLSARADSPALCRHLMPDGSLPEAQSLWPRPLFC
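HMU-PC0 cleavage (9 uM final) by human placental ASM, 60 min at 37 °C following 10 min compound exposure at RT; stopped at pH 10, fluorescence Ex 386/Em 447 nm.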
TSHR antagonist: Antagonists of the Thyroid Stimulating Hormone Receptor: HTS campaign; actives 0.2% (n = 330,000); activity change, negative = inhibition, % at 11.5 µM; TSHR-expressing cells, TSH-stimulated cAMP HTRF, 2 h; stronger effect = lower value;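 active = activity change below a set negative limit, meaning inhibition stronger than a set level, cut at about -70% in these data; inconclusive = activity change between two set negative limits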; also: % is scaled to controls: 0 for no effect and ±100 for the full control effect
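TSHR-expressing cells were treated with compounds, then stimulated with TSH at EC80 (4nM final) for 2 hours at 37 deg C. Cellular cAMP was measured by HTRF competition between lysate cAMP and cAMP-d2 for a cryptate-labelled anti-cAMP antibody.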
Numbers without * were called inactive; ? = inconclusive; . = not tested or not shown; [ ] = remark or other dose. Unless noted, calls follow the shape of the dose curve; as a rule, active = well fitted curve in the direction sought with a large enough effect; inconclusive = small, poorly fitted or top-dose-only effect, or another doubt; inactive = no such curve, though single readings can be large; an effect the other way counts as inactive or inconclusive. A portion of the library; the hit share may differ from the screen's.

Values in the order: TCR activator	AT treatment	MBNL1 CUG block	Mito fusion yeast	a7 integrin act	MLL CXXC-DNA inh	PTAP TSG101 blk	Menin-MLL TR inh	S-ASM inh	TSHR antagonist
1. Cc1ccnc(NC(=O)c2ccc(Br)s2)c1
    3%	-6%	3%	12%	8%	1%	-1%	?	-5%	-11
2. CC(=O)Nc1ccc(C(=O)N/N=C/c2cccnc2)cc1
    -1%	10%	.	0%	-8%	2%	-6%	24%	-2%	-10
3. Cc1cc(NC(=O)c2ccc3c(c2)C(=O)N(CCC(C)C)C3=O)no1
    -1%	.	8%	-3%	9%	-9%	-3%	8%	-1%	.
4. CCN1CCN(S(=O)(=O)c2ccc3c4c(cccc24)C(=O)N3CC)CC1
    0%	-1%	.	.	2%	.	3%	.	260%[activator]	-20
5. CCCCN1C(=O)C2NN=C(C(=O)OC)C2C1=O (stereo not drawn)
    4%	.	17%	-1%	-7%	29%	-4%	1%	0%	19
6. CC1=C/C(=N\OS(=O)(=O)c2ccccc2)C(C)=CC1=O
    -2%	-6%	20%	2%	-55%[inhibitor]	-2%	1%	0%	-6%	-84*
7. Cc1ccc(-c2n[nH]c(=O)c3ccccc23)cc1S(=O)(=O)Nc1ccccc1
    13%[46.1 µM]	5%	-15%	1%	-16%	1%	0%	?	?	-13
8. O=C(NC(=S)Nc1ccc2oc(=O)ccc2c1)c1cc2ccccc2o1
    -2%	3%	9%	2%	25%	2%	-8%	.	-3%	-5
9. O=C(Nc1cccc(S(=O)(=O)NC2=NCCC2)c1)c1cnc(Cl)c(Cl)c1
    0%	-2%	.	-5%	-9%	.	-1%	.	0%	-25
10. O=C(CN1CCCCCC1)Nc1ccc(Cl)cc1F
    -2%	6%	1%	2%	9%	6%	5%	-5%	2%	-3
11. Cc1ccc(S(=O)(=O)Nc2nc3ccccc3nc2N2CCN(c3ccccc3F)CC2)cc1
    18%	4%	9%	18%	-19%	-26%	-3%	.	10%	-6
12. C/C(=N/NC(=O)c1cc2ccccc2cc1O)C1C(=O)c2ccccc2C1=O
    .	.	-3%	15%	8%	-13%	-5%	?	-17%	-43
13. CC(CCc1ccccc1)NC(=O)COC(=O)c1ccc([N+](=O)[O-])cc1 (stereo not drawn)
    0%	0%	?	-13%	10%	?	-1%	22%	-4%	-3
14. CC1C(c2ccccc2)N(C)C(c2ccccc2)CC1(O)c1ccc(F)cc1 (stereo not drawn)
    -4%	?	3%	6%	-62%[inhibitor]	-5%	-3%	11%	-1%	1
15. CCOC(=O)CN1C(=O)CSc2ccccc21
    .	-11%	2%	3%	14%[7.66 µM]	17%	-1%	-1%	-4%	8
16. O=S(=O)(c1ccccc1)c1nc(-c2ccco2)oc1N1CCCCC1
    -9%	1%	-1%	-2%	-17%	8%	-1%	-21%	-4%	3
17. CC(NC(=O)Nc1ccccc1)C(c1cccs1)N1CCN(c2ccccc2)CC1 (stereo not drawn)
    -3%	-4%	5%	2%	0%	0%	0%	14%	-4%	2
18. O=C(N/N=C/C=C/c1ccccc1)c1ccc(Br)cc1
    -2%	5%	1%	0%	-18%	5%	-5%	3%	-1%	-6
19. COC(=O)C1=C(C)NC(=S)NC1c1sccc1C (stereo not drawn)
    6%	3%	.	-1%	25%	16%	0%	-12%	-2%	3
20. COc1ccc(NC(=O)c2ccc(NC(=O)CN3CCN(c4ccccc4)CC3)cc2)cc1
    2%	.	.	.	18%	.	1%	.	3%	3
21. CC1=C(C(=O)Nc2ccccc2)C2(CCCCC2)C(C#N)=C(S)N1
    -5%	.	-1%	11%	23%	9%	-1%	?	11%	-5
22. CNc1nc(N)c([N+](=O)[O-])c(Nc2cccc(F)c2)n1
    1%	4%	1%	-18%	2%	-11%	-4%	.	-1%	13
23. Nc1nc(CSCc2ccccc2)nc(N2CCOCC2)n1
    0%	-3%	-14%	-2%	5%	-6%	-1%	-13%	2%	2
24. COc1ccc2nc(SCC(=O)N3CCCCC3)c(C#N)cc2c1
    -1%	3%	-11%	5%	3%	-2%	-4%	-16%	73%[activator]	1
25. CC(C)c1ccccc1NC(=S)NCC1(N(C)C)CCCCC1
    1%	-2%	0%	-16%	5%	-1%	-9%	.	0%	5
26. COc1ccc(NC(=O)CSc2nnc(Cc3ccc(C)cc3)c(=O)n2N)cc1OC
    2%	-6%	.	-3%	23%	.	1%	.	-1%	-2
27. COc1ccc(CCNC(=O)CN2CCC(C)CC2)cc1OC
    .	-3%	-9%	1%	8%	0%	-5%	0%	7%	9
28. CCOC(=O)N1CCN(S(=O)(=O)c2ccc3c(c2)CC(C)N3C(C)=O)CC1 (stereo not drawn)
    6%	8%	-11%	-1%	1%	5%	-6%	.	2%	4
29. COc1ccc(N(Cc2ccccc2)S(=O)(=O)c2ccc(C)cc2)cc1
    3%	-1%	-2%	2%	-10%	-2%	0%	-19%	0%	2
30. COc1ccc(-c2noc(C3CCCN(S(=O)(=O)c4cccc(Cl)c4C)C3)n2)cc1OC (stereo not drawn)
    -1%	5%	4%	11%	-16%	-1%	-8%	8%	-11%	-21
31. CCN(CC)c1ccc(C2C(C(=O)OC)=C(C)NC(C)=C2C(=O)OC)cc1
    -4%	4%	7%	6%	7%	10%	-5%	?	16%	-13
32. COc1ccc(NC(=O)c2ccc(C)cc2Cl)c([N+](=O)[O-])c1
    5%	0%	10%	-3%	14%	-1%	1%	3%	-4%	-24
33. O=C(O)c1cccc(-n2cccc2/C=C\[N+](=O)[O-])c1
    8%	-5%	-10%	7%	4%	-16%	-1%	3%	7%	14
34. Cc1ccc(-c2nnn(CC(=O)N(Cc3ccccc3)C(C(=O)NC3CCCC3)c3ccncc3)n2)o1 (stereo not drawn)
    14%	2%	3%	8%	19%[7.66 µM]	0%	-1%	9%	0%	-11
35. CC(/C=C/c1ccco1)=N\NC(=O)C(O)c1ccccc1 (stereo not drawn)
    -8%[46.1 µM]	-3%	?	-7%	1%	-5%	-3%	-2%	4%	0
36. Cc1ccccc1-n1c(=O)c2ccccc2n2cnnc12
    4%	-2%	0%	-1%	-8%	-3%	-3%	-3%	-1%	2
37. COc1ccc(OCc2cc(C(=O)N(C)C3CCOCC3)no2)c2ccccc12
    -10%	4%	13%	-1%	-22%	7%	1%	11%	2%	-7
38. O=C(O)C1=NN(c2c(F)c(F)cc(F)c2F)C(=O)CC1
    -1%	-1%	-1%	2%	-9%	16%	1%	1%	2%	-9
39. Cc1ccccc1-c1nc(CS(=O)(=O)CC(=O)NCCCN2CCCC2)c(C)o1
    -4%	1%	9%	-6%	-47%	-24%	-2%	-14%	0%	12
40. CCOC(=O)c1ccc(-n2cc(C(=O)c3cccnc3)nn2)cc1
    7%	-1%	-3%	-13%	2%	-14%	-2%	21%	3%	4
41. CC(=O)Nc1ccc(-c2nn[nH]n2)cc1Cl
    2%	-8%	-5%	-9%	0%	2%	-9%	7%	2%	5
42. N/C(=N\NC(=O)c1cccs1)c1cc2cc(Cl)ccc2oc1=O
    -5%	0%	9%	-5%	-24%	7%	1%	.	-2%	-2
43. COc1ccc(N(C)S(=O)(=O)c2cccc(C(=O)NC3CCCCC3C)c2)cc1 (stereo not drawn)
    -2%	3%	-5%	-8%	-10%	-5%	-8%	-7%	0%	6
44. CC1Nc2ccccc2C(=O)N1NS(=O)(=O)c1ccccc1 (stereo not drawn)
    -2%	4%	.	-4%	-13%	-1%	-4%	-1%	19%	-1
45. CCOC(=O)c1nn(-c2ccccc2)c(=O)c(C#N)c1C
    9%	.	?	0%	-4%	-6%	-2%	2%	-1%	.
46. COc1ccc(/C=N/Nc2ncccc2[N+](=O)[O-])c(OC)c1
    -1%	-5%	?	-2%	7%	2%	-1%	1%	-9%	-15

Assay outcomes from PubChem.
